HT1080NT lethal = qHTS for induction of synthetic lethality in tumor cells producing 2HG: qHTS for the HT-1080-NT fibrosarcoma cell line | HT-1080-NT fibrosarcoma viability, CellTiter-Glo ATP luminescence, 48 h | Potency, µM (titrated, usually from 46.1 µM), for the others: at the highest dose activity, negative = less viability, hits mostly cytotoxic | 360,000 compounds, 1.6% hits | AID 686970, 2013;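 also: NT is the 2HG producing partner of a matched IDH1 knockdown line; 0% = DMSO-treated cells and -100% = media-only wells without cells; nearly all actives have a fitted effect of over 55% in size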
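Read-out is CellTiter-Glo luminescence after 10 minutes at room temperature, following 48 hours' compound treatment of HT-1080-NT cells (750 cells/well, RPMI, 5% FBS, 37 degrees C).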
SW480 rereplic = A quantitative high throughput screen for small molecules that induce DNA re-replication in SW480 colon adenocarcinoma cells. SW480 DNA re-replication, Hoechst DNA content imaging, 48 h. Potency, µM (doses to about 46.1 µM), for the others: top-dose re-replication activation, hits mostly activators. 340,000 compounds, 1.8% hits. AID 624297, 2012; also: % of control where 0% means no effect; nearly all actives have a fitted effect of over 55% in size
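Cells (250 per well) received 23 nL compound or DMSO by pin tool and were kept 48 hr at 37 C, 5% CO2. Nuclei were then stained with Hoechst for 40 min and scanned for DNA content.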
GLP1R inv ag = qHTS of GLP-1 Receptor Inverse Agonists (Inhibition Mode). Glucagon-like peptide 1 receptor (Homo sapiens), P43220. HEK293 GLP-1R CRE-luciferase, luminescence, 24 h; GLP-1R form is constitutively active. Potency, µM (series often up to 38.3 µM), for inactives: at the highest dose activity change, negative = inhibition, actives largely listed as inhibitors. 410,000 compounds, 1.6% hits. AID 624417, 2012; also: % is scaled to controls: 0 for no effect and ±100 for the full control effect; nearly all actives have a fitted effect of over 55% in size
Target sequence (P43220 whole entry, looked up): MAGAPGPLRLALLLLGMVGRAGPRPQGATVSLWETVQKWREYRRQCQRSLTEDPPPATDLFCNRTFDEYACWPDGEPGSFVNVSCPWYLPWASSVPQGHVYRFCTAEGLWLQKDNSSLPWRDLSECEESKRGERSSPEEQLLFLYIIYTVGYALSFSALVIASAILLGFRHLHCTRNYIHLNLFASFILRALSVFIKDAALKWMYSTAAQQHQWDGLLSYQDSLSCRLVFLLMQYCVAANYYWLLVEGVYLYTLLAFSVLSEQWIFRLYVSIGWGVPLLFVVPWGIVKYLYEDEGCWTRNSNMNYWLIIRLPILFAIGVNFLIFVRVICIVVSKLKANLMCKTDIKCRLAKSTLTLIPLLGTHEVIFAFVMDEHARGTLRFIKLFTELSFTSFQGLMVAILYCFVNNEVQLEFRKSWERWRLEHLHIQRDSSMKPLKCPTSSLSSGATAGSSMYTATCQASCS
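Cells are plated, allowed 12 hours at 37 deg C, then treated with compounds for 24 hr before luciferase detection reagent is added and luminescence is read after 12 min at room temperature. The HEK293 line carries constitutively active GLP-1R with a cAMP-responsive reporter.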
KB-V1 cytotox = qHTS assay for MDR1-selective chemotherapeutics: Primary screen using the drug-selected MDR subline cells KB-V1. Potency, µM (doses to about 46.1 µM), inactives show at the highest dose activity change, negative = cytotoxicity, most hits filed as cytotoxic. KB-V1 MDR cells viability, CellTiter-Glo, 72 h. AID 1347076, 2019. 400,000 compounds, 3.4% hits; also: % is scaled to controls: 0 for no effect and ±100 for the full control effect; nearly all actives have a fitted effect of over 60% in size
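KB-V1 MDR subline cells in DMEM (phenol-red free, 10% FBS) exposed to compounds in qHTS concentration series for 72 h at 37 degrees C. Viability read by CellTiter-Glo luminescence; concentration-effect curves fitted after normalization and correction.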
HT1080 IDH1KD tx = qHTS for induction of synthetic lethality in tumor cells producing 2HG: qHTS for the HT-1080-IDH1KD cell line; HT-1080 IDH1 knockdown viability, ATP luminescence, 48 h; Potency, µM (highest dose often 46.1 µM), inactives show top-dose activity, negative = toxicity, hits mostly cytotoxic; 360,000 compounds, 2% hits; AID 686971, 2013;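 also: 0% = DMSO wells and -100% = cell-free medium wells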
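Luminescent ATP read-out (CellTiter-Glo, 10 min at room temperature) after 48 h compound exposure at 37 °C gave viability of IDH1-knockdown HT-1080 cells. Activity was normalised to DMSO and cell-free wells, then fitted as concentration-response curves.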
KB-3-1 tox = qHTS assay for MDR1-selective chemotherapeutics: Primary screen using the parental adenocarcinoma cell KB-3-1; KB-3-1 viability, CellTiter-Glo ATP luminescence, 72 h; Potency, µM (top dose mostly 46.1 µM), without a hit: at the top dose activity change, negative = cytotoxic, hits mostly cytotoxic; 400,000 compounds, 1.4% hits; AID 1347075, 2019; also: % is scaled to controls: 0 for no effect and ±100 for the full control effect; nearly all actives have a fitted effect of over 60% in size
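Viability of parental KB-3-1 cells, measured by CellTiter-Glo luminescence, followed a 72 h incubation at 37 °C with pinned compounds in phenol-red-free DMEM containing 10% FBS.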
GLP1R ag = qHTS of GLP-1 Receptor Agonists. Glucagon-like peptide 1 receptor (Homo sapiens), P43220. HEK293 GLP-1R CRE-luciferase, luminescence, 4-6 h; cells express a hypersensitive GLP-1R form. Potency, µM (series often up to 45.6 µM), for the others: at the top dose activation, usual class: activators. 380,000 compounds, 0.007% hits; also: % of control where 0% means no effect
TDP-43 yeast inh = qHTS of TDP-43 Inhibitors. TDP-43 expressing yeast growth rescue, BacTiter-Glo, 24 h. Potency, µM (highest dose often 46.1 µM), without a hit: at the highest dose growth rescue (activation), hits mostly activators. 410,000 compounds, 1.8% hits. AID 652104, 2013; also: % of control where 0% means no effect; nearly all actives have a fitted effect of over 50% in size
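Growth rescue of TDP-43-toxic yeast measured as ATP luminescence (BacTiter-Glo). Cells grown to mid-log in raffinose, induced in galactose at OD600=0.02, exposed to compound 24 hr at 30 deg C.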
GLP1R cytotox = qHTS of GLP-1 Receptor Inverse Agonists: Cytotox Screen. HEK293 cAMP-luciferase reporter cells, luminescence, 24 h. Potency, µM (titrated, usually from 38.3 µM), inactives show at the highest dose activity change, negative = inhibition, most hits filed as inhibitors. 410,000 compounds, 0.13% hits;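 also: loss of luciferase light is scored as toxicity; % is scaled to controls: 0 for no effect and ±100 for the full control effect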
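Seeding density was 200 cells/uL; after overnight-length (12 h) culture, 23 nL compounds went on for 24 h at 37 °C. Readout used a luciferase detection reagent, luminescence taken after 12 min at room temperature.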
Numbers without * were called inactive; ? = inconclusive; · = no result given; & = joins results of further samples; [ ] = another dose, or the depositor's remark. Calls follow the shape of the dose curve; as a rule, active = well fitted curve in the direction sought with a large enough effect; inconclusive = small, poorly fitted or top-dose-only effect, or another doubt; inactive = no such curve, though single readings can be large; an effect the other way counts as inactive or inconclusive. Potency is read from the fitted curve at half-maximal effect.

SMILES	HT1080NT lethal	SW480 rereplic	GLP1R inv ag	KB-V1 cytotox	HT1080 IDH1KD tx	KB-3-1 tox	GLP1R ag	TDP-43 yeast inh	GLP1R cytotox
Cc1ccn2c(C(C)O)nnc2c1 (stereo not given)	-1%	·	7%	21%	0%	2%	2%	6%	1%
Cn1cc(C(=O)Nc2cccc(F)c2)cn1	22%	-5%	10%	-8%	15%[9.24 µM]	10%	-4%	29%	8%
CC1Cc2cc(S(=O)(=O)NCCC(=O)NCc3ccc(F)cc3)ccc2N1C(=O)C1CC1 (stereo not given)	3%	14%	41%[activator]	19%	-11%	-4%	8%	10%	?
CCOC(=O)[C@@H]1[C@H]2COc3ccc(Br)cc3[C@H]2N2C(=O)N(c3ccc(OC)cc3)C(=O)[C@]12C	0%	?	-1%	-14%	16%	12%	-4%	3%	11%
CCn1c(O)c(N=NC(=O)Cn2ccc(C(F)(F)F)n2)c2ccccc21	18%	4%	40%[activator]	0%	11%	26%	21%	15%	12%
CCCCCCCC[n+]1cccc2c3ccccc3ccc21	12µM*	?	?	-15%	8.2µM*	?	-1%	-22%	16%
Cc1cc(OCc2ccc(C(=O)NN=C3CCCC3)cc2)ccc1Cl	-15%	5%	-12%	0%	-23%	0%	2%	22%	5%
CCC1(C)Cc2[nH]c(=O)c(C#N)cc2CO1 (stereo not given)	-10%	-9%	8%	-9%	0%	9%	-2%	-22%	5%
Cc1ccc(-n2c(Cl)c(Cl)nc(Cl)c2=O)cc1	2.6µM*	8.2µM*	?	2%	2.9µM*	?	-6%	?	2.8µM*
CCOc1ccc(N(C(=O)c2snc(C(N)=O)c2N)C(C)C(=O)NC2CCCCC2)cc1 (stereo not given)	-9%	8%	?	-6%	-16%	1%	8%	-5%	1%
O=C(COc1ccccc1)NCC(c1cccs1)S(=O)(=O)c1ccc(Cl)cc1 (stereo not given)	·	·	-23%	-8%	·	1%	·	6%	-7%
Nc1nc(N)c(N=Nc2ccc(C(=O)O)cc2)c(N)n1	-5%	-2%	15%	-1%	-1%	-8%	0%	-8%	9%
COCCn1c(SCc2ccccc2F)nc2ccccc2c1=O	-2%	-133%[inhibitor]	?	0%	1%	5%	26%	-13%	2%
O=C(CCNC(=O)c1ccccc1Cl)Nc1cc(S(=O)(=O)N2CCOCC2)ccc1N1CCCC1	24%	-50%[inhibitor]	37%[activator]	3%	12%	14%	3%	11%	5%
CC(C)(C)c1ccc(C(CC(=O)O)NC(=O)Cc2ccc(Cl)cc2)cc1 (stereo not given)	-1%	-12%	5%	7%	2%	-1%	-5%	13%	-1%
CCn1c(=O)c2cc(C(=O)N(C)c3cc(C)ccc3OC)sc2c2ccccc21	-7%	?	?	23µM*	-2%	-1%	-2%	24%	?
COc1cccc(OCc2cc(=O)n3c(-c4ccccc4)csc3n2)c1	·	·	5%	17%	·	1%	·	24%	0%
CC(C)CCN(C(=S)NC(=O)C1CCCCC1)c1c(N)n(Cc2ccccc2)c(=O)[nH]c1=O	-3%	2%	-4%	0%	0%	-5%	4%	-10%	4%
CCc1ccc(S(=O)(=O)c2cn(C)c3cc(N4CCC(C)CC4)c(F)cc3c2=O)cc1	·	·	-8%	2%	·	0%	·	6%	2%
C[C@@H]1CC[C@@]2(O[C@@H](CCO)C[C@@H](O)[C@@H]2O)O1	-2%	4%	3%	-17%	3%	0%	-2%	16%	-10%
c1coc(CNc2ncnc3ccccc23)c1	-14%	-1%	1%	-10%&-4%	21µM*	-4%&0%	-1%	21%	-11%
Cc1ccc(NC(=O)CN2C(=O)NC3(CCCc4ccccc43)C2=O)c([N+](=O)[O-])c1 (stereo not given)	2%	2%	-1%	?	1%	10%	9%	18%	-16%
C/C=C/c1ccc(OCCCn2cncn2)c(OC)c1	21%	-2%	6%	1%	14%	-2%	5%	19%	19%
O=C(Nc1ccc(Cl)c(S(=O)(=O)N2CCCCC2)c1)c1cnccn1	0%	-21%	17%	-18%	-14%	2%	15%	?	28%
CN1CCN(c2nc3nonc3nc2N2CCN(C)CC2)CC1	2%	-11%	1%	15%	2%	2%	4%	12%	-17%
CC(C)(C)c1ccc(C(=O)NCCC(=O)NCc2ccco2)cc1	7%[9.24 µM]	0%	7%	-17%	?	17%	-9%	-12%	5%
Cc1ccccc1NC(=O)c1ccc2nc(Cc3ccccc3)oc2c1	·	·	?	1%	·	6%	·	25%	-6%
CSc1ccc(Cl)c(C(=O)Nc2ccc(N3CCOCC3)cc2)c1	1%	-9%	-10%	0%	-28%	-1%	-5%	-3%	-20%
COc1ccccc1NC(=O)CCN1CCC(C(N)=O)CC1	·	·	-4%	?	·	?	·	-10%	1%
O=S(=O)(NCCC(c1ccc(F)cc1)c1ccco1)c1ccccc1 (stereo not given)	-15%	1%	?	?	-21%	-20%	-7%	?	-15%

A different layout for part of the listing above.
Structure | HT1080NT lethal | SW480 rereplic | GLP1R inv ag | KB-V1 cytotox | HT1080 IDH1KD tx | KB-3-1 tox | GLP1R ag | TDP-43 yeast inh | GLP1R cytotox
Cn1cc(C(=O)Nc2cccc(F)c2)cn1 | 22% | -5% | 10% | -8% | 15%[9.24 µM] | 10% | -4% | 29% | 8%
CC1Cc2cc(S(=O)(=O)NCCC(=O)NCc3ccc(F)cc3)ccc2N1C(=O)C1CC1 (stereo not given) | 3% | 14% | 41%[activator] | 19% | -11% | -4% | 8% | 10% | ?
CCOC(=O)[C@@H]1[C@H]2COc3ccc(Br)cc3[C@H]2N2C(=O)N(c3ccc(OC)cc3)C(=O)[C@]12C | 0% | ? | -1% | -14% | 16% | 12% | -4% | 3% | 11%
CCn1c(O)c(N=NC(=O)Cn2ccc(C(F)(F)F)n2)c2ccccc21 | 18% | 4% | 40%[activator] | 0% | 11% | 26% | 21% | 15% | 12%
CCCCCCCC[n+]1cccc2c3ccccc3ccc21 | 12µM* | ? | ? | -15% | 8.2µM* | ? | -1% | -22% | 16%
Cc1cc(OCc2ccc(C(=O)NN=C3CCCC3)cc2)ccc1Cl | -15% | 5% | -12% | 0% | -23% | 0% | 2% | 22% | 5%

Next part:
SMILES	HT1080NT lethal	SW480 rereplic	GLP1R inv ag	KB-V1 cytotox	HT1080 IDH1KD tx	KB-3-1 tox	GLP1R ag	TDP-43 yeast inh	GLP1R cytotox
CCOC(=O)c1cc(S(=O)(=O)N2CCN(c3ccccc3OC)CC2)[nH]n1	·	·	0%	13%	·	16%	·	11%	17%
O=C(CN1C2=NCCCN2c2ccccc21)c1cccc(Br)c1	-27%	3%	?	?	-24%	?	0%	-7%	-41%
Cc1cccc(N=C2NC(=O)/C(=C/c3cn(C)c4ccccc34)S2)c1	?	?	-2%	15µM*	?	?	0%	2%	0%
CC1CCC(C(=O)NC(C(=O)N2CCN(c3ccccn3)CC2)C(C)C)CC1 (stereo not given)	4%	4%	-3%	3.3µM*	?	4%	-5%	19%	-2%
COc1ccc(Cl)cc1NC(=O)NCC1CCN(C(=O)OC(C)(C)C)CC1	-18%	2%	?	0%	-31%	-2%	1%	-12%	-12%
Cc1ccc(NC(=O)CSc2nnc(Cc3ccccc3)o2)c(C)c1	15%	-3%	-4%	-3%	6%	-3%	7%	10%	-7%
O=C(CSc1nccn1-c1ccc(F)cc1)NCc1ccc(F)cc1	9%	1%	2%[0.307 µM]	-1%	0%	1%	6%	-15%	-13%[0.307 µM]
O=C(c1ccccc1)N1CCN(C(=S)NCCc2ccccc2)CC1	-3%	-8%	-7%	?	11%	0%	9%	18%	-6%
Cc1ccc(-n2c3nc(=O)n(C)c(=O)c-3cc3c(Cl)cccc32)c(C)c1	·	·	-11%	7%	·	8%	0%	6%	-16%
Cc1ccc(Cc2c(C3CCCCC3)nc3cc(C)c(Br)c(C)n23)cc1	-4%	·	?	?	-17%	-9%	-4%	7%	-2%
NC(=O)NC(CC(=O)NCCc1ccccn1)c1ccccc1Cl (stereo not given)	15%	24%	11%	10%	13%	2%	-2%	-29%	0%
O=C(NCCc1ccccc1)c1cccs1	2%	-1%	?	-3%	-4%	-3%	-10%	4%	-20%
CCc1nnc(NC(=O)CCN(c2cc(C)cc(C)c2)S(=O)(=O)c2ccc(Cl)cc2)s1	1%	26%	-9%	2.6µM*	-8%	?	0%	18%	-6%
CC(C)CN(C(=O)COC(=O)CCN1C(=O)c2ccccc2C1=O)C1CCS(=O)(=O)C1 (stereo not given)	8%	-6%	4%	-3%	18%	7%	-13%	?	10%

Structural class: the compounds so far with an NH in an aromatic ring (3)
SMILES	HT1080NT lethal	SW480 rereplic	GLP1R inv ag	KB-V1 cytotox	HT1080 IDH1KD tx	KB-3-1 tox	GLP1R ag	TDP-43 yeast inh	GLP1R cytotox
CCC1(C)Cc2[nH]c(=O)c(C#N)cc2CO1 (stereo not given)	-10%	-9%	8%	-9%	0%	9%	-2%	-22%	5%
CC(C)CCN(C(=S)NC(=O)C1CCCCC1)c1c(N)n(Cc2ccccc2)c(=O)[nH]c1=O	-3%	2%	-4%	0%	0%	-5%	4%	-10%	4%
CCOC(=O)c1cc(S(=O)(=O)N2CCN(c3ccccc3OC)CC2)[nH]n1	·	·	0%	13%	·	16%	·	11%	17%

Screening results (PubChem BioAssay)

An unsorted share of the library. About 9.4% of those tested had a hit in this group.
